ST2 inh = blocks human ST2 binding to IL-33; AlphaLISA ST2-Fc/biotin-IL-33 interaction, 1 h; inhibition, % for hits at 17 µM; actives 2.3% (n = 78,000); in the data active = inhibition above about 30%; inconclusive = mostly about 10% to 28%
Calls only; i = inactive; u = inconclusive. Not all compounds are listed; rates above refer to the full screens.

SMILES	ST2 inh
CN1CCC(N2C[C@@H]3C[C@H](C2)c2ccc(-c4cc5ccccc5s4)c(=O)n2C3)CC1	i
COc1ccc(N2CCN(Cc3cccc(F)c3)CC2)cc1	u
O=C(Nc1ccc2n(c1=O)C[C@H]1C[C@@H]2CN(C(=O)c2ccccc2)C1)C1CCCCC1	i
NC(=O)c1cc(N2CC2)c([N+](=O)[O-])cc1[N+](=O)[O-]	i
CCC(CC)c1cc([C@H]2CN3CC[C@H]2C[C@@H]3CNC(=O)C2CC2)nc(-c2ccncc2)n1	i
O=c1c2cc(Cl)ccc2nc(C[n+]2ccccc2)n1-c1ccc([N+](=O)[O-])cc1	i
O=C(N[C@H]1CN2CCC1CC2)c1ccc(Cl)cc1	u

Compound activity from PubChem BioAssay.
